Screening data from PubChem BioAssay.
RPL19A TOR yeast – alters RPL19A-GFP fluorescence in TOR pathway yeast screen | S. cerevisiae RPL19A-GFP strain, flow cytometry, 3 h; hits give low values | percent response vs DMSO, % at 10 µM | 0.3% of 330,000 active | AID 2025;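 active = percent response vs DMSO below 50%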;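 also: median channel GFP fluorescence of the barcoded RPL19A-GFP strain; ratio of sample median GFP to plate DMSO average so 100% = DMSO; lower means less RPL19A-GFP as with rapamycin TOR inhibition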
GRK2 inh – human GRK2 inhibition via aptamer displacement; P25098; bead flow cytometry, FAM-aptamer displacement from GRK2; inhibition of aptamer binding, % at 10 µM; 0.59% of 330,000 active; AID 488847;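 active = inhibition of aptamer binding above 40%, roughly 3 SD of noise, on plates passing a quality check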;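 also: median bead fluorescence of bound FAM aptamer so fluorescent compounds give negative values; no value below 0 was filed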
MEP2-GFP yeast – yeast TOR pathway MEP2-GFP modulation; S. cerevisiae MEP2-GFP strain, flow cytometry GFP, 3 h; 100% = DMSO control level; GFP response vs DMSO, % at 10 µM; 0.51% of 330,000 active;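 active = GFP response versus DMSO above a set limit, roughly screen mean plus 3 SD, cut at about 180% in these data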;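 also: median GFP fluorescence of the barcode-gated MEP2-GFP cells per well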
CIT2-GFP yeast – alters CIT2-GFP fluorescence in TOR pathway yeast screen. GFP response vs DMSO, % at 10 µM. S. cerevisiae CIT2-GFP strain, flow cytometry, 3 h; 100 means same as DMSO wells. 0.065% of 320,000 active;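 active = GFP response relative to DMSO above a set limit, near the screen mean plus 3 SD, cut at about 150% in these data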;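 also: ratio of well median GFP fluorescence to mean of DMSO wells on the plate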
AGP1-GFP MLPCN – alters AGP1-GFP fluorescence in TOR pathway yeast screen; S. cerevisiae AGP1-GFP multiplex flow cytometry, 3 h; GFP as percent of DMSO wells; GFP response vs DMSO, % at 10 µM; 0.02% of 320,000 active; AID 2066;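 active = GFP response relative to DMSO above a set limit, near screen average plus 3 SD, cut at about 150% in these data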;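 also: median GFP channel fluorescence of the gated AGP1 strain per well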
VLA-4 inh – inhibition in a human VLA-4 binding assay; P13612; VLA-4 expressing cells, ligand binding flow cytometry; inhibition, % (about 7 µM as worked out from the volumes in the protocol); 0.2% of 330,000 active; in the data active = inhibition above about 50%
JMJD2C inh – inhibitors of human GASC-1 (JMJD2C) demethylase; 0.069% of 330,000 active; GST-JMJD2C(1-420) H3K9me3 demethylation, DELFIA europium; inhibition, % at 2.35 µM;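 active = more than half of a compound's replicate wells show inhibition beyond 50%, single wells judged on their own value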;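 also: signal counts dimethyl H3K9 product captured on neutravidin plate; 0% = median of DMSO wells and 100% = 0.3 times that DMSO median; strong numbers were not always called active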
Target sequence (Q9H3R0 1-420 limits assumed): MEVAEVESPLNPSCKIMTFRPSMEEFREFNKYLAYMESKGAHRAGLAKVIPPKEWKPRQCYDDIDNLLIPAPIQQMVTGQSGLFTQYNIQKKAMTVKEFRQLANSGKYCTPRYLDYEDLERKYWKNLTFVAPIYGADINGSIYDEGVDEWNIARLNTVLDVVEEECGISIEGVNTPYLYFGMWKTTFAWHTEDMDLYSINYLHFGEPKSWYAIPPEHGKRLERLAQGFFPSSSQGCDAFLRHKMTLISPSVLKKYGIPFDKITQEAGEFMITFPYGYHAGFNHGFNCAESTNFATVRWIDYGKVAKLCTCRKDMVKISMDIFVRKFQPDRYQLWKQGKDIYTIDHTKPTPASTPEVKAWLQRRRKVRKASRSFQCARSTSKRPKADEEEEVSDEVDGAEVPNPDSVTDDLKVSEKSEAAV
LAP4 TOR yeast – modulators of TOR pathway LAP4-GFP in S. cerevisiae; S. cerevisiae LAP4-GFP multiplex, flow cytometry GFP, 3 h; median GFP as percent of DMSO wells; GFP response vs DMSO, % at 10 µM; 0.34% of 320,000 active;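 active = GFP response vs DMSO above a set limit, about the screen mean plus 3 SD, cut at about 150% in these data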
The depositor's hits bear a star; i = inactive; . = no result given.

Every second line gives: RPL19A TOR yeast	GRK2 inh	MEP2-GFP yeast	CIT2-GFP yeast	AGP1-GFP MLPCN	VLA-4 inh	JMJD2C inh	LAP4 TOR yeast
> Cc1ccc(CN2CCN(/N=C/c3ccc(C(=O)O)cc3)CC2)c(C)c1
  93	0	103	94	100	5	4	119
> O=c1[nH]c(C2CCN(S(=O)(=O)c3ccc4c(c3)OCCO4)CC2)nc2c1nnn2Cc1ccc(F)cc1
  103	0	108	98	100	-6	5	105
> CCOC(=O)Cn1c(CN(Cc2ccccc2)Cc2ccccc2)nc2c1c(=O)n(C)c(=O)n2C
  99	4	89	87	85	-6	8	93
> Cc1ccc(N2C(=O)C3C4C=CC(C4)C3C2=O)cc1C (stereo unspecified)
  96	0	99	99	100	-2	-5	95
> CC(C)c1nc2ccccc2n1CCC(=O)O
  99	5	102	94	100	0	8	93
> COc1ccccc1NC(=O)c1nn(-c2ccccc2)ccc1=O
  102	0	108	97	104	5	-5	108
> C/C(=N\S(=O)(=O)c1ccc(C)cc1)NC(=S)Nc1ccccc1
  95	3	94	96	91	-171	2	86
> Cc1cc(C)cc(C(=O)n2cnnc2N)c1
  93	5	96	97	97	0	4	100
> C[C@@H]1CN(C(=O)c2nc3ccc(Cl)cn3c2CN[C@H]2CCCCNC2=O)C[C@H](C)O1
  100	0	100	98	99	7	4	109
> COc1ccc(NC(=O)CSc2nccn2-c2cccc(OC)c2)cc1
  98	4	100	103	102	4	2	102
> O=C(c1cc(Br)ccc1Cl)N1CCN(c2ccccn2)CC1
  108	2	104	97	108	3	9	97
> COc1cc2c(cc1OC)C(COc1ccc([N+](=O)[O-])cc1)NCC2 (stereo unspecified)
  99	0	109	108	100	-3	-3	102
> Cc1cc(C)cc(C(=O)N[C@@H](C)C(=O)N2CCC3(CC2)NCCc2[nH]cnc23)c1
  102	2	95	98	99	2	0	95
> COc1ccccc1CN1CCN(C(=O)c2ccco2)CC1
  103	0	104	106	104	0	1	92
> Cc1cccn2c(CN(C)C3CCCc4ccccc43)c(C(=O)N3CCOCC3)nc12 (stereo unspecified)
  100	5	95	104	106	1	-4	100

Every second line gives: RPL19A TOR yeast	GRK2 inh	MEP2-GFP yeast	CIT2-GFP yeast	AGP1-GFP MLPCN	VLA-4 inh	JMJD2C inh	LAP4 TOR yeast
> COc1ccc(Cl)cc1NC(=O)Cn1c(NCCO)nc2ccccc21
  135	0	116	118	121	4	4	118
> Cc1cc(C(=O)Nc2sc3c(c2C#N)CCC(C)C3)cs1 (stereo unspecified)
  92	2	94	98	93	-6	-1	93
> Cc1ccc(OCC(=O)Nc2ccc(-c3nc4ncccc4o3)cc2)cc1
  97	3	97	.	98	-2	-36	87
> COC(=O)c1ccccc1NC(=O)n1cc(C)cn1
  105	2	112	106	109	13	-4	109
> O=[N+]([O-])c1ccccc1S(=O)(=O)Nc1ccc(S(=O)(=O)Nc2nccs2)cc1
  109	0	110	117	86	2	-6	99
> CC(C)CCN1NC2(CCCC(C)C2)NC1=S (stereo unspecified)
  101	0	102	94	100	17	5	127
> CCNC(=S)/N=C(/Nc1ccc(OC)cc1)Nc1nc(C)cc(C)n1
  95	0	92	96	101	1	-21	105
> CCN(C(=O)CCNC(=O)Cn1cnc2ccccc2c1=O)c1ccccc1F
  100	3	104	98	97	8	-19	99
> CCC1=C2CC[C@H]3C(=O)N(CC)C(=O)[C@H]3[C@H]2[C@@]2(Cc3ccccc3)C(=O)N(Cc3ccccc3)C(=O)N2C1=O
  85	3	87	78	76	25	i	106
> CCOC(=O)N1CCC(NC(=O)c2ccc3c(c2)N=C(CC)c2cc(C)ccc2S3)CC1
  105	4	108	110	114	1	1	118
> O=C(COC(=O)c1cccnc1Cl)Nc1nc(-c2ccccc2)cs1
  101	0	102	93	97	17	-4	111
> Cc1ccccc1N(CC(=O)N/N=C/c1ccc(F)cc1)C(=O)c1ccccc1
  103	3	96	96	100	3	-3	100
> Cc1nn(C)c(C)c1N1C(=O)c2cccc3c(Br)ccc(c23)C1=O
  100	0	101	85	98	5	-8	110
> CC(C)=CCCC(C)N(C=O)C(C)CCC=C(C)C (stereo unspecified)
  104	2	105	100	100	-1	3	106
> CC(Sc1nnnn1C)C(=O)Nc1nc(-c2ccc(F)c(F)c2)cs1 (stereo unspecified)
  95	0	93	89	94	5	3	95

Every second line gives: RPL19A TOR yeast	GRK2 inh	MEP2-GFP yeast	CIT2-GFP yeast	AGP1-GFP MLPCN	VLA-4 inh	JMJD2C inh	LAP4 TOR yeast
> COc1ccc(OC)c(CCNC(=O)CCC(=O)N2CCOc3ccc(C)cc32)c1
  97	2	93	103	104	-8	10	100
> CCOC(=O)N1CCN(C(=O)CNC(=O)C23CC4CC(CC(C4)C2)C3)CC1
  110	1	104	96	94	9	-21	90
> CC(=O)C1(C)N(O)C(C)(C)C(c2ccco2)=[N+]1[O-] (stereo unspecified)
  98	1	107	110	109	-4	-2	93
> CC(C)c1ccccc1
  101	0	97	92	92	0	10	101
> CCOC(=O)CSc1nc2cc(C(=O)N3CCC(C(N)=O)CC3)ccc2c(=O)n1-c1ccccc1
  96	0	102	106	104	-12	-5	99
> COc1ccc(OC(=O)CCCN2C(=O)c3ccccc3C2=O)cc1
  98	2	104	93	97	-2	2	101
> c1ccc(Nc2ccccn2)nc1
  101	0	106	107	97	5	19	98
> O=C(NCCN1CCOCC1)c1cc(-c2cccc(Cl)c2)on1
  100	0	103	102	103	-1	6	100
> CC1Cc2cc(S(=O)(=O)NCCC(=O)N(C)Cc3ccccc3)ccc2N1C(=O)C1CC1 (stereo unspecified)
  92	0	95	98	89	9	2	88
> CC(C)c1nnc(NC(=O)COc2ccc3ccccc3c2)s1
  104	1	106	98	101	0	0	103
> C=CCn1c(SCC(=O)Nc2ncc(Cc3ccc(C)c(Cl)c3)s2)nnc1-c1ccncc1
  101	4	110	101	101	15	4	104
> CCn1c2ccccc2c2cc(NC(=O)c3cccc(OC)c3)ccc21
  95	0	99	99	98	-23	-14	111
> COc1ccc2c(c1)-c1ccccc1S(=O)(=O)N2C
  103	1	103	98	99	8	0	106
> O=C(COC(=O)c1cc(=O)[nH]c2ccccc12)NCc1ccccc1
  99	0	91	87	97	2	8	96
> CC(=O)N1N=C(c2ccc(C)cc2)CC1c1ccco1 (stereo unspecified)
  95	0	94	89	95	-9	32	97

Every second line gives: RPL19A TOR yeast	GRK2 inh	MEP2-GFP yeast	CIT2-GFP yeast	AGP1-GFP MLPCN	VLA-4 inh	JMJD2C inh	LAP4 TOR yeast
> Cc1ccc(NC(=O)CSc2nc(O)cc(=O)n2-c2ccc(C)cc2)cc1
  118	0	113	125	116	-8	-109	113
> Cc1cccc(NC(=O)c2sc(NC(=O)COc3ccccc3)c(C#N)c2C)c1C
  100	4	98	95	91	1	1	87
> COc1ccc(/C=C/C(=O)N[C@H](C(=O)O)C(C)C)cc1
  94	3	90	99	98	-1	-12	94
> CCc1nn2c(=O)cc(COc3ccc(/C=C4\C(=N)N5N=C(C)SC5=NC4=O)cc3)nc2s1
  103	35	101	105	98	-5	-4	87
> Cc1cccc2cc(COC(=O)c3cccs3)c(=O)[nH]c12
  106	1	104	104	99	3	1	101
> CC1CCCN(CCCOc2ccc([N+](=O)[O-])cc2)C1 (stereo unspecified)
  101	0	96	93	93	11	-3	87
> NC(=O)c1c(NC(=O)c2ccccc2)sc2c1CCC2
  96	7	97	94	85	-10	-2	93
> CC(C)COC(=O)COc1cc(Cl)c(Cl)cc1Cl
  100	2	100	91	102	11	12	113
> COc1ccc(S(=O)(=O)N2CCN(Cc3ccccc3[N+](=O)[O-])CC2)cc1
  98	.	95	91	103	-2	-3	108
> O=C(c1ccccc1F)N1CCN(c2ccccc2)CC1
  .	7	100	102	95	9	-5	97
> Cc1csc(CN(C)C(=O)CC2C(=O)NCCN2Cc2ccc(Cl)c(F)c2)n1 (stereo unspecified)
  97	0	94	99	93	-2	9	95
> COc1ccc(NC(=O)CNc2cc(C)ccc2C)cc1S(=O)(=O)N1CCOCC1
  97	1	97	107	101	6	.	101
> CCOC(=O)Cc1csc(NC(=O)/C=C\c2ccccc2Cl)n1
  102	0	105	103	103	1	3	105
> CCOC(=O)CC(NC(=O)CCS(=O)(=O)c1ccc2c(c1)n(C)c(=O)c(=O)n2C)c1ccc(C)cc1 (stereo unspecified)
  103	1	103	105	101	16	-1	108
> Cc1cc(C)nc(Nc2cccc3ccccc23)n1
  108	1	108	98	96	4	2	98

Every second line gives: RPL19A TOR yeast	GRK2 inh	MEP2-GFP yeast	CIT2-GFP yeast	AGP1-GFP MLPCN	VLA-4 inh	JMJD2C inh	LAP4 TOR yeast
> Nc1nnc(CC(=O)N/N=C/c2ccc(-c3ccccc3)o2)s1
  104	0	105	103	103	1	1	91
> Cc1ccc(CSCCNS(=O)(=O)c2ccccc2)cc1
  97	0	88	82	93	9	3	99
> COc1ccc(/C=C/C(=O)c2ccc(O)cc2)cc1
  97	0	98	89	98	24	11	108
> CNC(=O)NNC(=O)c1onc(-c2c(Cl)cccc2Cl)c1C(=O)OC
  99	0	105	95	105	5	3	108
> C/C=C(\C)C(=O)NCCN1C2=NC[C@@H](Cc3ccccc3)N2C[C@@H]1Cc1ccc(OC)cc1
  96	0	103	95	102	5	-4	104
> COc1ccccc1NS(=O)(=O)c1ccc(N/N=C/c2ccccc2OCC(=O)O)c([N+](=O)[O-])c1
  103	0	103	104	110	-16	4	120
> CCN(CC)C(=O)CSc1nnc(-c2ccncc2)n1N
  99	0	106	103	104	9	3	101
> COc1ccc(CNC(=S)Nc2cc(OC)ccc2OC)cc1
  104	0	116	110	109	5	-4	101
> COc1ccc(C(=O)Nc2cccc(C)c2)cc1
  124	5	112	.	111	1	1	131
> Cc1ccccc1CN(C)CCS(=O)(=O)c1cc(Cl)ccc1Cl
  101	0	97	101	94	7	-5	91

3 compounds from above, ordered by the value under LAP4 TOR yeast, largest number first:
Every second line gives: RPL19A TOR yeast	GRK2 inh	MEP2-GFP yeast	CIT2-GFP yeast	AGP1-GFP MLPCN	VLA-4 inh	JMJD2C inh	LAP4 TOR yeast
> CCOC(=O)CSc1nc2cc(C(=O)N3CCC(C(N)=O)CC3)ccc2c(=O)n1-c1ccccc1
  96	0	102	106	104	-12	-5	99
> CC(C)c1nc2ccccc2n1CCC(=O)O
  99	5	102	94	100	0	8	93
> Cc1ccccc1CN(C)CCS(=O)(=O)c1cc(Cl)ccc1Cl
  101	0	97	101	94	7	-5	91
